TNAP inh noacc: blocks human TNAP activity with no phosphate acceptor present; P05186; purified TNAP, CDP-star luminescence, 30 min; inhibition, % at 20 µM; 0.26% of 200,000 active;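 active = tissue-nonspecific alkaline phosphatase inhibition above about 50% at 20 µM in the single-dose screen, limit read from the data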;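 note: 0% = DMSO negative control and 100% = EDTA positive control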
TNAP inh hi DEA: blocks human TNAP under high phosphate acceptor concentration | purified TNAP, CDP-star luminescence, 1 M DEA | inhibition, % at 20 µM | 0.03% of 200,000 active | AID 1135;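 active = over 50% inhibition of tissue-nonspecific alkaline phosphatase at 20 µM in the single-dose screen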;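 note: plate controls were DMSO wells for no effect and EDTA-quenched wells as full inhibition for full effect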
FLuc inhib CS: counter-screen for luciferase assay inhibitors: firefly luciferase inhibition; P08659; ATPLite firefly luciferase biochemical luminescence, 10 min; inhibition, % at 10 µM; 1.5% of 200,000 active; AID 1006;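 active = inhibition above about 50% when tested at 10 µM, limit read from the data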
Target sequence (P08659 whole entry, looked up): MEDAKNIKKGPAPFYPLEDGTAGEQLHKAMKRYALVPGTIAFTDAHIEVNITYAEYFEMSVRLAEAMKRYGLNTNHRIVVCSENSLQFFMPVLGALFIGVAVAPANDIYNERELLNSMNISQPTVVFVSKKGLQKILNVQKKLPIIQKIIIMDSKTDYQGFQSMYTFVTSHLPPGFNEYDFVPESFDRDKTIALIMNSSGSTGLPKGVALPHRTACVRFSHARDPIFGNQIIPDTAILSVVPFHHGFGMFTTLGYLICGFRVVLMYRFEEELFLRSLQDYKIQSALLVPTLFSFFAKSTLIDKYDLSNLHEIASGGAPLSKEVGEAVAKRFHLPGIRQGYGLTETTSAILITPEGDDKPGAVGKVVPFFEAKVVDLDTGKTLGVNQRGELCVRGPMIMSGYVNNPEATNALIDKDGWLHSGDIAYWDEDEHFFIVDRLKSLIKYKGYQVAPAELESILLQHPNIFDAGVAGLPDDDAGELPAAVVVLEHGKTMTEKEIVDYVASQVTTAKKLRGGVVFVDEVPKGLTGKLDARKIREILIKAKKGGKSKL
PMI activator: phosphomannose isomerase (human) activation; purified human PMI, coupled resazurin fluorescence, 20 min; active compounds read high; 1 = vehicle control, 0 substrate-free wells; 0.005% of 190,000 active; activation factor at 20 µM; P34949;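 active = activation factor of 2 or more at 20 µM, relative to plate controls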
Target sequence (P34949 whole entry, looked up): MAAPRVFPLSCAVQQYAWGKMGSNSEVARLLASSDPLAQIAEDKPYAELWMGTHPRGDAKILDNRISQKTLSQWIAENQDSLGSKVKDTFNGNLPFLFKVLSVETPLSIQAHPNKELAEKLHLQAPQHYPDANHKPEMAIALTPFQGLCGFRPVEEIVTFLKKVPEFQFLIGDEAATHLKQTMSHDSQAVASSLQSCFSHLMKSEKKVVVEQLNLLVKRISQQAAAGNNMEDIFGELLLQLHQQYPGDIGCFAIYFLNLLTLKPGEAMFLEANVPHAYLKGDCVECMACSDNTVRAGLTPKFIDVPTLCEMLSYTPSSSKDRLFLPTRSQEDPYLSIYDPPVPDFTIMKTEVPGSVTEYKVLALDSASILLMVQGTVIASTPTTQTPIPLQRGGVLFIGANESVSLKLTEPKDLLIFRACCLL
NF-kB expr up: NF-kB expression increase, human neuronal cells; NF-kB reporter expression; active compounds read high; fold change at 12.5 µM; 1.6% of 190,000 active; in the data active = fold change above about 3.3
bIAP act: intestinal alkaline phosphatase (bovine) activation. 0.17% of 200,000 active. activation factor at 20 µM. AID 1016. purified bovine IAP, CDP-star luminescence, 30 min; active compounds read high; fold of DMSO-control signal, blank-subtracted;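 active = activation factor of 2 or more at 20 µM, a signal rise over negative controls twice the positive control's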
TNAP act hi DEA: activators of human TNAP at high phosphate acceptor concentration; activation factor at 20 µM; P05186; 200,000 tested, under 10 active; AID 1136; purified TNAP, CDP-star luminescence, 1 M DEA, 30 min; active compounds read high; 0 = EDTA background, 1 = DMSO-only activity;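 active = activation factor at least 2 at 20 µM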
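Assay system: human TNAP; Input: enzyme diluted 1/800 final; Reagent: CDP-star luminogenic substrate at 100 µM final; Timing: 30 min, room temperature; Signal: luminescence; Evaluation: TNAP activation factor scaled between EDTA and DMSO control wells.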
APP 5'UTR act: activates APP 5'UTR luciferase reporter; SH-SY5Y APP 5'UTR luciferase reporter, luminescence; zero percent = DMSO vehicle wells; activation, % at 2 µM; 1% of 190,000 active;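 active = activation above a set limit, based on mean plus 3 SD of controls, cut at about 140% in these data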; note: values of inactives mirror those of a sister screen read the other way
PMI act satM6P: activators of human phosphomannose isomerase at near-saturating mannose 6-phosphate. activation factor at 20 µM. 0.34% of 190,000 active. P34949. coupled PMI enzyme assay, resazurin fluorescence, 20 min; active compounds read high; 1 = untreated enzyme, 0 = substrate-free blank;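 active = activation factor of 2 or more at 20 µM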
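Test system – human PMI in coupled enzyme assay · Timing – 20 min incubation at room temperature · Detection – Diaphorase-driven resazurin-to-resorufin fluorescence, excitation 544, emission 590 nm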
FLuc act counter: firefly luciferase counter-screen for stimulation assays. activation factor at 10 µM. 200,000 tested, under 10 active. P08659. AID 1027. ATPlite luciferase biochemical, luminescence, 10 min; 0 = ATP-free wells, 1 = DMSO control;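 active = luciferase activation factor, scaled between plate controls, of at least 2 with compound at 10 µM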
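Material: Luciferase/luciferin reagent mix; Doses: test compounds dosed from 2 mM stocks in 100% DMSO; Schedule: 10 min incubation after luciferase reagent addition, room temperature; Measured by: luminescence from luciferase reaction; Read-out: luminescence gain marking luciferase activators.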
The depositor's hits bear a star.

How did CCOc1ccc2[nH]c(=O)c(CN(CCCN3CCOCC3)Cc3nnnn3Cc3ccc(OC)cc3)cc2c1 do in these assays?
TNAP inh noacc: -5; TNAP inh hi DEA: 1; FLuc inhib CS: -2; PMI activator: 1; NF-kB expr up: 0.9; bIAP act: 1.1; TNAP act hi DEA: 1; APP 5'UTR act: -12; PMI act satM6P: 1; FLuc act counter: 1

What do the screens show for `COC(=O)c1sc(NC(=O)CSc2nnc(Cn3nnc4ccccc43)n2C)nc1C`?
TNAP inh noacc: -9; TNAP inh hi DEA: 2; FLuc inhib CS: 1; PMI activator: 0.9; NF-kB expr up: 1; bIAP act: 1; TNAP act hi DEA: 1; APP 5'UTR act: 0; PMI act satM6P: 1; FLuc act counter: 1

How did CCCCC(=NCCc1c(C)[nH]c2ccc(OC)cc12)C1=C(O)CC(c2ccccc2)CC1=O (stereo not drawn) do in these assays?
TNAP inh noacc: -14; TNAP inh hi DEA: -3; FLuc inhib CS: -2; PMI activator: 0.8; NF-kB expr up: 1.5; bIAP act: 1; TNAP act hi DEA: 1; APP 5'UTR act: -78; PMI act satM6P: 0.8; FLuc act counter: 1

Results for CCOCCCNC(=O)C(NC(=O)c1ccc2c(c1)OCO2)c1ccc(OC)cc1 (stereo not drawn) ?
TNAP inh noacc: -8; TNAP inh hi DEA: -2; FLuc inhib CS: -4; PMI activator: 1; NF-kB expr up: 1.1; bIAP act: 1; TNAP act hi DEA: 1; APP 5'UTR act: 5; PMI act satM6P: 1.1; FLuc act counter: 1

How did COc1ccc(C(=O)c2coc3ccc(O)c(CN4CCOCC4)c23)cc1 do in these assays?
TNAP inh noacc: -4; TNAP inh hi DEA: 2; FLuc inhib CS: -6; PMI activator: 1.1; NF-kB expr up: 0.97; bIAP act: 1; TNAP act hi DEA: 1; APP 5'UTR act: 22; PMI act satM6P: 1; FLuc act counter: 1.1

Results for Cc1ccc(C(=O)N2CCOCC2)cc1S(=O)(=O)Nc1cccc(C)c1C ?
TNAP inh noacc: -10; TNAP inh hi DEA: -2; FLuc inhib CS: -9; PMI activator: 1.1; NF-kB expr up: 1.1; bIAP act: 1.1; TNAP act hi DEA: 1; APP 5'UTR act: 17; PMI act satM6P: 1.1; FLuc act counter: 1.1

Results for O=C(Nc1ccc(Cl)c(C(F)(F)F)c1)N1CCCC(O)C1 (stereo not drawn) ?
TNAP inh noacc: -6; TNAP inh hi DEA: 0; FLuc inhib CS: 2; PMI activator: 1.1; NF-kB expr up: 1.2; bIAP act: 0.9; TNAP act hi DEA: 1; APP 5'UTR act: -9; PMI act satM6P: 1.1; FLuc act counter: 1

Results for CC(C)(C)c1ccc(OCC(=O)NNC(=O)c2cccnc2)cc1 ?
TNAP inh noacc: -23; TNAP inh hi DEA: -3; FLuc inhib CS: 5; PMI activator: 1; NF-kB expr up: 1.2; bIAP act: 1.3; TNAP act hi DEA: 1; APP 5'UTR act: 24; PMI act satM6P: 1; FLuc act counter: 1

How did C[C@@H](C(=O)Nc1nc(-c2ccccn2)cs1)N1C(=O)C2CCCCC2C1=O (stereo partly drawn) do in these assays?
TNAP inh noacc: -4; TNAP inh hi DEA: -1; FLuc inhib CS: -2; PMI activator: 1; NF-kB expr up: 1.4; bIAP act: 1.6; TNAP act hi DEA: 1; PMI act satM6P: 1; FLuc act counter: 1

Results for O=C(O)CSc1nc2ccccc2o1 ?
TNAP inh noacc: -10; TNAP inh hi DEA: -7; FLuc inhib CS: -5; PMI activator: 1.1; NF-kB expr up: 1.1; bIAP act: 1; TNAP act hi DEA: 1.1; APP 5'UTR act: -10; PMI act satM6P: 1.1; FLuc act counter: 1.1

Results for CN1/C(=C\C(=O)COC(=O)CNC(=O)c2ccccc2F)C(C)(C)c2ccccc21 ?
TNAP inh noacc: -3; TNAP inh hi DEA: -6; FLuc inhib CS: -11; PMI activator: 1; NF-kB expr up: 1.3; bIAP act: 1; TNAP act hi DEA: 1.1; PMI act satM6P: 1; FLuc act counter: 1.1

What do the screens show for `CCOC(=O)c1sc2nc(C)nc(SCC(=O)N(CC)C3CCS(=O)(=O)C3)c2c1C` (stereo not drawn)?
TNAP inh noacc: -11; TNAP inh hi DEA: -6; FLuc inhib CS: -3; PMI activator: 1; NF-kB expr up: 0.69; bIAP act: 1; TNAP act hi DEA: 1.1; APP 5'UTR act: -21; PMI act satM6P: 0.9; FLuc act counter: 1

How did O=C1CSC(c2cn(-c3ccccc3)nc2-c2cc3ccccc3o2)N1Cc1ccccc1 (stereo not drawn) do in these assays?
TNAP inh noacc: -6; TNAP inh hi DEA: -3; FLuc inhib CS: -5; PMI activator: 0.9; NF-kB expr up: 0.91; bIAP act: 0.9; TNAP act hi DEA: 1; APP 5'UTR act: 21; PMI act satM6P: 0.9; FLuc act counter: 1.1

Results for CCc1ccc(NC(=O)C2CCN(S(=O)(=O)c3c(C)[nH]c(=O)[nH]c3=O)CC2)cc1 ?
TNAP inh noacc: -5; TNAP inh hi DEA: -2; FLuc inhib CS: -2; PMI activator: 1; NF-kB expr up: 0.99; bIAP act: 1.1; TNAP act hi DEA: 1; APP 5'UTR act: -7; PMI act satM6P: 1; FLuc act counter: 1

Results for O=C(NCC1CCCO1)C(c1cccs1)N(Cc1ccccc1)C(=O)c1ccc(-c2ccccc2)[nH]1 (stereo not drawn) ?
TNAP inh noacc: -9; TNAP inh hi DEA: -1; FLuc inhib CS: -3; PMI activator: 0.7; NF-kB expr up: 1.2; bIAP act: 0.9; TNAP act hi DEA: 1; APP 5'UTR act: 19; PMI act satM6P: 0.8; FLuc act counter: 1

Results for COc1cccc(-c2csc(N3CCN(C(=S)Nc4ccccc4OC)CC3)n2)c1 ?
TNAP inh noacc: -6; TNAP inh hi DEA: -2; FLuc inhib CS: -3; PMI activator: 0.9; NF-kB expr up: 1.2; bIAP act: 1; TNAP act hi DEA: 1; APP 5'UTR act: 1; PMI act satM6P: 0.9; FLuc act counter: 1

What do the screens show for `O=C(Nc1ccon1)c1cnc2sccn2c1=O`?
TNAP inh noacc: -10; TNAP inh hi DEA: -6; FLuc inhib CS: 2; PMI activator: 1; NF-kB expr up: 1.4; bIAP act: 1; TNAP act hi DEA: 1.1; APP 5'UTR act: 12; PMI act satM6P: 1; FLuc act counter: 1

How did CN(c1nc(-c2ccccc2)cs1)C1CCS(=O)(=O)C1 (stereo not drawn) do in these assays?
TNAP inh noacc: -10; TNAP inh hi DEA: 0; FLuc inhib CS: 7; PMI activator: 0.8; NF-kB expr up: 1.6; bIAP act: 0.9; TNAP act hi DEA: 1; APP 5'UTR act: 9; PMI act satM6P: 0.9; FLuc act counter: 0.9

How did COc1ccc(Br)cc1CNC(=O)CCc1nc(-c2ccc(C)cc2)no1 do in these assays?
TNAP inh noacc: -5; TNAP inh hi DEA: 0; FLuc inhib CS: -6; PMI activator: 0.9; NF-kB expr up: 1.2; bIAP act: 0.9; TNAP act hi DEA: 1; APP 5'UTR act: -1; PMI act satM6P: 0.9; FLuc act counter: 1.1

What do the screens show for `CCN(CC)CCN1C(=O)C(=O)/C(=C(/O)c2c(C)[nH]c(C(=O)OC)c2C)C1c1cccc(OC)c1` (stereo not drawn)?
TNAP inh noacc: -8; TNAP inh hi DEA: -1; FLuc inhib CS: 2; PMI activator: 1.1; NF-kB expr up: 0.97; bIAP act: 1.1; TNAP act hi DEA: 1; APP 5'UTR act: -6; PMI act satM6P: 1; FLuc act counter: 1

For reference, two of the compounds above.
How did COc1ccc(Br)cc1CNC(=O)CCc1nc(-c2ccc(C)cc2)no1 do in these assays?
TNAP inh noacc: -5; TNAP inh hi DEA: 0; FLuc inhib CS: -6; PMI activator: 0.9; NF-kB expr up: 1.2; bIAP act: 0.9; TNAP act hi DEA: 1; APP 5'UTR act: -1; PMI act satM6P: 0.9; FLuc act counter: 1.1

What do the screens show for `CCN(CC)CCN1C(=O)C(=O)/C(=C(/O)c2c(C)[nH]c(C(=O)OC)c2C)C1c1cccc(OC)c1` (stereo not drawn)?
TNAP inh noacc: -8; TNAP inh hi DEA: -1; FLuc inhib CS: 2; PMI activator: 1.1; NF-kB expr up: 0.97; bIAP act: 1.1; TNAP act hi DEA: 1; APP 5'UTR act: -6; PMI act satM6P: 1; FLuc act counter: 1

Returning to the listing with the two entries that preceded the break.
How did COc1ccc(Br)cc1CNC(=O)CCc1nc(-c2ccc(C)cc2)no1 do in these assays?
TNAP inh noacc: -5; TNAP inh hi DEA: 0; FLuc inhib CS: -6; PMI activator: 0.9; NF-kB expr up: 1.2; bIAP act: 0.9; TNAP act hi DEA: 1; APP 5'UTR act: -1; PMI act satM6P: 0.9; FLuc act counter: 1.1

What do the screens show for `CCN(CC)CCN1C(=O)C(=O)/C(=C(/O)c2c(C)[nH]c(C(=O)OC)c2C)C1c1cccc(OC)c1` (stereo not drawn)?
TNAP inh noacc: -8; TNAP inh hi DEA: -1; FLuc inhib CS: 2; PMI activator: 1.1; NF-kB expr up: 0.97; bIAP act: 1.1; TNAP act hi DEA: 1; APP 5'UTR act: -6; PMI act satM6P: 1; FLuc act counter: 1

Results for CCOc1ccc(OCC)c(NC(=O)CSc2nc3cccnc3n2C)c1 ?
TNAP inh noacc: -10; TNAP inh hi DEA: -5; FLuc inhib CS: -4; PMI activator: 0.9; NF-kB expr up: 1.2; bIAP act: 0.9; TNAP act hi DEA: 1.1; APP 5'UTR act: 0; PMI act satM6P: 0.8; FLuc act counter: 1

How did O=C(N/N=C/c1cc([N+](=O)[O-])ccc1Cl)c1cnccn1 do in these assays?
TNAP inh noacc: -4; TNAP inh hi DEA: -6; FLuc inhib CS: -11; PMI activator: 1; NF-kB expr up: 1.8; bIAP act: 0.9; TNAP act hi DEA: 1.1; APP 5'UTR act: -35; PMI act satM6P: 1.1; FLuc act counter: 1.1

Results for O=S(=O)(c1ccccc1)n1ccc(-c2cnc(-c3ccccc3)s2)n1 ?
TNAP inh noacc: -11; TNAP inh hi DEA: -6; FLuc inhib CS: -4; PMI activator: 0.9; NF-kB expr up: 1.5; bIAP act: 0.9; TNAP act hi DEA: 1.1; APP 5'UTR act: 24; PMI act satM6P: 1; FLuc act counter: 1

What do the screens show for `CC(CC1CC(C)(C)OC1=O)C(=O)Nc1ccc([N+](=O)[O-])cc1` (stereo not drawn)?
TNAP inh noacc: -23; TNAP inh hi DEA: -4; FLuc inhib CS: 2; PMI activator: 0.8; NF-kB expr up: 0.95; bIAP act: 0.8; TNAP act hi DEA: 1; APP 5'UTR act: -14; PMI act satM6P: 0.9; FLuc act counter: 1

What do the screens show for `CCn1c(-c2nn(C)c(C)c2Cl)n[nH]c1=S`?
TNAP inh noacc: 9; TNAP inh hi DEA: -3; FLuc inhib CS: -3; PMI activator: 1; NF-kB expr up: 1.6; bIAP act: 0.8; TNAP act hi DEA: 1; APP 5'UTR act: 21; PMI act satM6P: 0.9; FLuc act counter: 1

What do the screens show for `CCCN(CCC)c1nc(C)cc(C(C#N)c2nc3ccccc3o2)n1` (stereo not drawn)?
TNAP inh noacc: -12; TNAP inh hi DEA: -4; FLuc inhib CS: -5; PMI activator: 0.9; NF-kB expr up: 1.2; bIAP act: 0.9; TNAP act hi DEA: 1; APP 5'UTR act: -6; PMI act satM6P: 0.8; FLuc act counter: 1.1

What do the screens show for `CC(C)(C)c1ccc(S(=O)(=O)C(C)(C)C)cc1`?
TNAP inh noacc: -13; TNAP inh hi DEA: -6; FLuc inhib CS: -6; PMI activator: 1.1; bIAP act: 1; TNAP act hi DEA: 1.1; APP 5'UTR act: 12; PMI act satM6P: 1; FLuc act counter: 1.1

Compound activity: PubChem BioAssay, several laboratories
